KCC2 mod: KCC2 cotransporter modulators, thallium flux, primary screen, cell-based, HEK293 KCC2, FluoZin-2 fluorescence, MLSMR | Solute carrier family 12 member 5 (Homo sapiens), Q9H2X9 | KCC2 cells, thallium flux FluoZin-2 fluorescence | B-score of Tl+ flux slope (higher = more flux/activation; lower = inhibition) at 10 µM | 190,000 compounds, 2.2% hits;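 active means thallium flux slope and its plate-corrected score both differing from the plate sample mean at a set confidence after two filtering rounds, in either direction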;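 further: slope of fluorescence scaled to starting intensity during 10 to 20 s after thallium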
eIF4E-4G inh: eIF4E–eIF4G protein interaction inhibitors, primary screen, biochemical, uHTS, TR-FRET, eIF4GI fragment; Eukaryotic translation initiation factor 4E (Mus musculus) + Eukaryotic translation …; AID 782, 2007; inhibition, % at 21.7 µM; TR-FRET eIF4E-eIF4GI(517-606) binding, 2 h; 220,000 compounds, 0.37% hits;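 active means inhibition above about 30%, limit read from the data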;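 further: 0% = full FRET control wells and 100% = background wells lacking eIF4GI fragment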
L929 necroptosis: inhibitors of zVAD-triggered necroptosis, primary screen, L929 cells; 220,000 compounds, 0.38% hits; viability rescue, % at 10 µM; L929 zVAD necroptosis rescue, ATP luminescence, 24 h; with zVAD 60 µM;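 active means activation, scaled between plate controls, above about 75%, limit read from the data; inactive means activation under that limit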;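 further: 0% = zVAD with DMSO and 100% = DMSO alone without zVAD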
Calpain2 inh: inhibitors of pig calpain II, primary screen, biochemical, fluorogenic peptide substrate, 1536-well; 220,000 compounds, 0.37% hits; purified calpain II, 30 min; inhibition, % at 16 µM; AID 1236, 2008;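 active means inhibition above about 50%, limit read from the data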
TNF death inh: inhibitors of TNF-alpha triggered necroptosis, primary screen, cell-based, Jurkat FADD-/-, single concentration; Jurkat FADD-/- TNF necroptosis rescue, ATP luminescence, 24 h; 0 = TNF only, 100 = no-TNF cells; 220,000 compounds, 0.068% hits; activation (protection from cell death), % at 10 µM;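 active means activation, meaning protection from cell death, of at least 50% relative to plate controls; inactive means activation below 50%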;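 further: necroptosis triggered by 40 ng/mL TNF-alpha added together with compound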
PERK inh: block of dimerizer-induced PERK translation repression, primary screen, PERK inhibitor project, CHO PERK-DD cells, SEAP luminescence, HTS; inhibition, % at 5.6 µM; Eukaryotic translation initiation factor 2-alpha kinase 3 (Homo sapiens), Q9NZJ5; CHO PERK-DD fusion, SEAP luminescence translation reporter; 220,000 compounds, 0.17% hits; AID 1416, 2008;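 active means inhibition above the mean inhibition of all tested compounds plus 3 SD, set separately per screening campaign, cut at about 2.9% in these data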;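 further: PERK kinase domain activated by AP20187 dimerizer at 100 nM; 0% = DMSO with dimerizer and 100% = rapamycin at 8.4 µM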
Rad51 HR inh: human RAD51 strand exchange inhibitors, primary screen, biochemical, fluorescence. 200,000 compounds, 0.085% hits. inhibition, % at 10 µM. hRad51 DNA strand exchange, fluorescence dequenching;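 active means inhibition above 40% at the single screening dose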;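 further: 0% = DMSO control wells and 100% = blanks with heterologous ssDNA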
Target sequence (Q06609 whole entry, looked up): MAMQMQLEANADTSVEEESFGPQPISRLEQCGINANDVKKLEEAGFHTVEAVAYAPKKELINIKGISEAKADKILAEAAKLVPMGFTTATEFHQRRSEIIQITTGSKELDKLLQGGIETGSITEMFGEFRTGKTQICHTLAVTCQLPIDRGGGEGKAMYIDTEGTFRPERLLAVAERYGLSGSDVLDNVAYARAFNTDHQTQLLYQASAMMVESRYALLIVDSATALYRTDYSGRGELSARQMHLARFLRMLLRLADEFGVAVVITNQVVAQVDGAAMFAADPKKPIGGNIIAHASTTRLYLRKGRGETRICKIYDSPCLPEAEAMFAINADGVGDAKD
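Test system: preformed human Rad51 ssDNA filaments. Compound dosing: single dose, 10 µM final compound. Incubation: filaments 15 min 37 °C, then compound 30 min. Technique: FRET fluorescence dequenching, excitation 485 nm, emission 520 nm. Read-out basis: percent inhibition from fluorescence, normalised to plate control and blank means. Benchmarks: plate controls and plate blanks.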
MDM2 E3 inh: MDM2-luciferase reporter signal enhancers, primary screen, MDM2 E3 ligase inhibitor project, cell-based, luminescence, 1536-well. AID 1230, 2008. cell-based MDM2 ubiquitination luciferase reporter, 2 h; 0 = plate control, 100 = twice control, blank-subtracted. 210,000 compounds, 0.11% hits. signal enhancement, % at 5 µM;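 active means signal enhancement of 30% or more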;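 further: luminescence tracks abundance of the self-degrading MDM2-luciferase fusion protein; higher signal means inhibition of MDM2 E3 ligase activity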
Target sequence (Q00987 whole entry, looked up, the tested form may be a part): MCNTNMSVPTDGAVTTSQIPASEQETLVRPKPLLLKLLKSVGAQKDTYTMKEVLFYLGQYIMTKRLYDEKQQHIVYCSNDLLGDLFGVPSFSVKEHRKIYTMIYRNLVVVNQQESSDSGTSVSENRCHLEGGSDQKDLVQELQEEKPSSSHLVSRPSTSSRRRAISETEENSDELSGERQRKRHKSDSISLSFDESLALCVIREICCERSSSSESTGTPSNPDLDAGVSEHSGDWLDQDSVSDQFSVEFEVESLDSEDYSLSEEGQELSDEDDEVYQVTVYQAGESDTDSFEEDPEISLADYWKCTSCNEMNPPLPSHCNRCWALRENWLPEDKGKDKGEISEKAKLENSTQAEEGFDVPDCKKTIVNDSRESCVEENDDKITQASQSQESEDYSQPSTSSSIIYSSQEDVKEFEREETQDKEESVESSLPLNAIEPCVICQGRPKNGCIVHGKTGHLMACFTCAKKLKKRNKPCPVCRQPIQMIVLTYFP
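Assay system: stable mammalian line carrying autodegrading MDM2–luciferase fusion reporter; Input: 2000 cells in each well; Compound dosing: single-point 5 µM; Schedule: 2 h compound exposure at 37 °C; Signal: SteadyLite luciferase luminescence after 15 min room-temperature reagent incubation; Evaluation: % luminescence enhancement versus blank-corrected plate control mean; Benchmarks: plate controls and plate blanks.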
EBV gp42 inh: Epstein-Barr virus gp42 inhibitors, primary screen, biochemical, uHTS, fluorescence polarization. 220,000 compounds, 0.42% hits. inhibition, % (tested at 21.74 µM). Fluorescence polarization binding assay, mP read-out; in the data active means inhibition above about 50%
Target sequence (Q1HVG2 whole entry, looked up): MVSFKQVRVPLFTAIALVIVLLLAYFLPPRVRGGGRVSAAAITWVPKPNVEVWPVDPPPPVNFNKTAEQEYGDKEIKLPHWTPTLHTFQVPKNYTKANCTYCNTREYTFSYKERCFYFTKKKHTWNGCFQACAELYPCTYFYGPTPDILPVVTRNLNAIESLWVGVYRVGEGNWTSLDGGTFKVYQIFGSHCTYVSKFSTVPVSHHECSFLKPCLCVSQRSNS
Starred values were filed as active, the others as inactive; . = not tested or not shown; [ ] = remark or other dose. Compounds as they come (roughly 3.6% active in at least one column).

SMILES	KCC2 mod	eIF4E-4G inh	L929 necroptosis	Calpain2 inh	TNF death inh	PERK inh	Rad51 HR inh	MDM2 E3 inh	EBV gp42 inh
CC(C)CNC(=S)N1CCN(C(c2ccccc2)c2ccccc2)CC1	-0.52	15	1.5	11	1.9	-0.4	0	0	-11
CCc1ccccc1NC(=O)c1ccc(Cn2cc([N+](=O)[O-])cn2)cc1	-1.9	-8	0.1	-7	0.6	-0.3	.	-1	-5
O=C(CCCOc1ccc(Cl)cc1Cl)N/N=C/c1ccccc1	0.52	3	1.5	4	2.4	-0.7	.	.	-5
CCCNC(=O)c1ccc(C2SCC(=O)N2Cc2ccccc2)cc1 (centres undefined)	0.52	12	0.2	0	1.0	0.6	3	3	-11
Cc1cc(-c2c(C)[nH]n(-c3ccc(Cl)cc3)c2=O)n(-c2ccc(Cl)cc2)n1	-0.0073	-3	-0.2	-5	-1.8	1.2	1	-8	1
COc1ccccc1C1CC(c2ccccc2)=NN1C(=S)Nc1ccccc1 (centres undefined)	-0.035	-6	0.1	-75	-0.3	-0.5	-2	-9	-17
O=C(CN1CCOCC1)Nc1ccc(OCc2ccccc2)cc1	-0.27	1	-0.1	1	5.0	0.5	-5	-5	-3
N#CCC(=O)Nc1cc(C(F)(F)F)ccc1N1CCOCC1	0.61	1	0.2	-12	-0.9	1.4	24	-8	-11
COc1ccc(C(=O)NCc2ccc3c(c2)CCO3)cc1	0.3	2	1.1	8	1.6	-0.1	22	-3	-23
COCC(C)NS(=O)(=O)c1ccc(OC)cc1 (centres undefined)	0.76	3	0.0	-7	2.2	0.6	-4	-18	-4
NC(=O)c1c(NC(=O)C2CCCO2)sc2c1CCCCC2 (centres undefined)	1	12	0.0	-19	-0.4	1.5	-15	-2	-5
COC(=O)C1=C(C)NC(=O)/C1=C\c1cc(C)n(-c2ccccc2C)c1C	.	1[fluorescence artefact?]	-0.5	-15	-1.4	0.4	1	-6	-1
Cc1c(N2C(=O)C(=O)/C(=C(/O)c3ccccc3)C2c2ccc(F)cc2)c(=O)n(-c2ccccc2)n1C (centres undefined)	-0.056	4	1.0	26	0.8	0.1	-7	-16	-15
CCOC(=O)C1CCN(Cc2c(O)c3ccccc3oc2=O)CC1	-2	0	0.3	5	-0.8	0.2	11	1	-14
CN(Cc1ccccc1)C(=O)CSc1nnc(-c2ccco2)n1-c1ccccc1	-0.99	8	-0.3	13	-3.3	-0.9	0	-15	-2
Cc1ccc(Cc2c(C)nc3nc(SCC(=O)NCCN4CCOCC4)nn3c2C)cc1	.	3	-0.1	1	0.4	-0.6	3	-15	5
CNC(=O)NC(=O)CSc1cccc(C(F)(F)F)c1	-0.49	2	-0.1	-4	-0.8	2.8	2	-6	-12
Nc1c(C(=O)NCCc2ccccc2)nnn1Cc1ccc(Br)cc1F	0.38	-2	7.5	-43	-0.1	0.7	8	10	-10
O=C(Cn1[nH]c(=O)c2ccccc2c1=O)NC1CCCCCC1	-0.38	4[fluorescence artefact?]	0.2	-2	-0.9	-0.9	22	7	-22
CCOC(=O)c1c(N)nn(C(=O)C(C)C)c1-c1ccc(OC)cc1	-2.9	-9	4.4	9	1.2	1.4	7	-12	-2
O=C(CN(C1CCCCC1)S(=O)(=O)c1ccc(Br)cc1)NCc1ccncc1	-1.1	1	-1.6	31	-0.2	-0.4	5	-12	-9
Cc1onc(-c2c(F)cccc2Cl)c1C(=O)NC1=NCCS1	0.16	3	0.0	-2	-2.1	0.6	-2	-9	-17
Cc1ccc(Nc2nc(N)nc(CN3CCN(Cc4ccc5c(c4)OCO5)CC3)n2)cc1Cl	.	11	0.7	-20	-11	-1.5	-4	-33	-16
Cc1ccc(S(=O)(=O)N(C)C)cc1NC(=O)C(C)Sc1ccccc1 (centres undefined)	-0.63	-1	-0.3	-12	0.4	0.4	-5	-4	-13
NS(=O)(=O)c1ccc(NC(=O)COC(=O)c2cc(Cl)ccc2[N+](=O)[O-])cc1	1.4	-11	-0.5	-18	1.0	1.3	2	.	-16
COc1ccc(C(=O)c2cn[nH]c2-c2cc(Cl)ccc2O)cc1	-5.1*	4	0.8	0	-2.1	-0.8	-6	-5	1
COc1ccc(NS(=O)(=O)c2ccc(NC(=O)c3ccc(Br)cc3)cc2)nn1	-0.024	3	0.4	26	0.4	1.4	-6	-4	-8
N/C(=N\OC(=O)c1ccccc1[N+](=O)[O-])c1cccnc1	.	7[fluorescence artefact?]	0.0	-8	-2.9	1.3	4	3	5
CC(C)CNC(=O)COC(=O)c1n[nH]c2ccccc12	1.7	-1	3.7	-36	0.4	1.7	17	-1	0
CCOc1cc(/C=N/NC(N)=S)cc(Br)c1OCc1ccccc1C	-0.14	1	-0.8	-1	-20	-0.4	-4	-20	-19

Part of the list above, with bars between the fields.
Molecule | KCC2 mod | eIF4E-4G inh | L929 necroptosis | Calpain2 inh | TNF death inh | PERK inh | Rad51 HR inh | MDM2 E3 inh | EBV gp42 inh
CC(C)CNC(=S)N1CCN(C(c2ccccc2)c2ccccc2)CC1 | -0.52 | 15 | 1.5 | 11 | 1.9 | -0.4 | 0 | 0 | -11
CCc1ccccc1NC(=O)c1ccc(Cn2cc([N+](=O)[O-])cn2)cc1 | -1.9 | -8 | 0.1 | -7 | 0.6 | -0.3 | . | -1 | -5
O=C(CCCOc1ccc(Cl)cc1Cl)N/N=C/c1ccccc1 | 0.52 | 3 | 1.5 | 4 | 2.4 | -0.7 | . | . | -5
CCCNC(=O)c1ccc(C2SCC(=O)N2Cc2ccccc2)cc1 (centres undefined) | 0.52 | 12 | 0.2 | 0 | 1.0 | 0.6 | 3 | 3 | -11
Cc1cc(-c2c(C)[nH]n(-c3ccc(Cl)cc3)c2=O)n(-c2ccc(Cl)cc2)n1 | -0.0073 | -3 | -0.2 | -5 | -1.8 | 1.2 | 1 | -8 | 1
COc1ccccc1C1CC(c2ccccc2)=NN1C(=S)Nc1ccccc1 (centres undefined) | -0.035 | -6 | 0.1 | -75 | -0.3 | -0.5 | -2 | -9 | -17
O=C(CN1CCOCC1)Nc1ccc(OCc2ccccc2)cc1 | -0.27 | 1 | -0.1 | 1 | 5.0 | 0.5 | -5 | -5 | -3
N#CCC(=O)Nc1cc(C(F)(F)F)ccc1N1CCOCC1 | 0.61 | 1 | 0.2 | -12 | -0.9 | 1.4 | 24 | -8 | -11
COc1ccc(C(=O)NCc2ccc3c(c2)CCO3)cc1 | 0.3 | 2 | 1.1 | 8 | 1.6 | -0.1 | 22 | -3 | -23
COCC(C)NS(=O)(=O)c1ccc(OC)cc1 (centres undefined) | 0.76 | 3 | 0.0 | -7 | 2.2 | 0.6 | -4 | -18 | -4

Next entries.
SMILES	KCC2 mod	eIF4E-4G inh	L929 necroptosis	Calpain2 inh	TNF death inh	PERK inh	Rad51 HR inh	MDM2 E3 inh	EBV gp42 inh
Cn1c(=O)c2c(nc(SCCN3CCCCC3)n2Cc2ccccc2)n(C)c1=O	.	-2	-0.4	-13	0.9	-0.5	-4	19	-10
O=C(/C=C/c1ccccc1)N(Cc1cccc(Cl)c1)C1CCS(=O)(=O)C1 (centres undefined)	0.0013	-3	-0.2	-10	2.9	0.6	.	.	-12
COc1ccc(C(C)=O)cc1CSc1nnc(Nc2ccccc2C)s1	-1.2	5[fluorescence artefact?]	0.9	8	0.6	-0.3	-2	4	-4
CN(C)/C=C(\C#N)C(=O)Nc1ccc(F)c(Cl)c1	-0.049	-2	0.9	-12	0.5	0.0	14	-4	-15
CC(C)[C@H](NC(=O)Cc1ccccc1)C(=O)OCc1cc(=O)n2c(n1)sc1ccccc12	-0.7	19	1.1	-68	-1.1	0.0	-5	-17	22
CCOC(=O)N1CCN(S(=O)(=O)c2ccc(C)c([N+](=O)[O-])c2)CC1	0.04	-2	-0.3	22	1.3	-1.1	-24	-13	1
CCc1nc2ccccc2n1CC1CC1(Cl)Cl (centres undefined)	-0.031	-1	0.6	-11	-1.0	1.1	26	-12	4
O=C(CC1Nc2ccccc2NC1=O)Nc1ccccc1 (centres undefined)	-0.16	6[fluorescence artefact?]	1.5	-75	-3.1	0.9	.	-2	-1
Cc1cnc(C(=O)OCC(=O)NC23CC4CC(CC(C4)C2)C3)cn1	-1.6	-4	0.4	-25	-0.6	1.1	4	-12	-7
Cc1ccc(C(=O)Nc2ccc(Cl)cc2C(F)(F)F)c(Cl)c1	-0.66	3	0.4	3	0.9	0.6	0	-13	0
CSc1ncccc1C(=O)NCCc1ccccc1	-0.47	2	-0.3	-19	0.9	-0.1	21	-4	7
COc1ccc(-c2csc(/C=C/c3ccc4c(c3)OCO4)n2)cc1OC	0.96	4[fluorescence artefact?]	0.5	-37	1.9	0.8	-9	-15	-19
C1CN(CC2CCN(c3nc4nonc4nc3N3CCSCC3)CC2)CCO1	1	-2	-0.1	-9	0.4	0.8	-2	-2	-13
CC(Nc1ccc2c(c1)OCCO2)C(=O)Nc1ccc2c(c1)OCO2 (centres undefined)	-0.23	7	0.7	-22	-0.4	2.2	29	-8	-25
COc1ccc(OC)c(NC(=O)C2CC(=O)N(c3ccc(Br)cc3)C2)c1 (centres undefined)	.	3	2.0	-7	0.7	-1.1	5	-5	9
O=S(=O)(c1ccc(OCC(O)CN2CCc3ccccc3C2)cc1)N1CCOCC1 (centres undefined)	0.22	-5	0.0	18	1.2	-1.0	1	-13	-5
O=c1c(/C=C(\O)c2ccc(F)cc2)nc2ccccc2n1-c1ccccc1	-0.23	.	-0.4	-69	-2.1	-0.5	-10	-11	14
Cc1ccc(-n2ncc3c(NCc4ccco4)ncnc32)cc1C	-0.11	2	0.4	-5	1.0	0.6	10	-10	-6
COc1ccc(CCC(=O)Nc2ccc(N3CCOCC3)cc2)cc1	-0.019	4	0.3	-8	2.2	0.7	-3	-14	9
N#CCNc1ccc([N+](=O)[O-])cc1C#N	0.082	2	1.1	10	-0.1	2.3	-2	-16	-21
S=c1[nH]nc(-c2ccc(Br)cc2)n1Cc1ccccc1	24*	-3	13	-16	-0.6	0.1	-16	-4	0
CN(CCO)S(=O)(=O)c1ccc2c(c1)C(=NO)c1cc(S(=O)(=O)N(C)CCO)ccc1-2	0.39	-1	12	-145	2.1	0.6	4	5	-1
CCOc1ccc(C(=O)NCCCn2ccnc2)cc1	0.46	1	-0.4	1	-2.2	0.5	-3	1	-21
CC(C)C(NC(=O)c1ccccc1F)C(=O)Nc1ccc2c(c1)OCO2 (centres undefined)	-0.61	0	0.9	-4	1.1	0.6	-5	-31	-7
CCNC(=O)Cc1ccc(NS(=O)(=O)c2ccc(F)cc2)cc1	.	-6	1.6	-6	1.2	-0.4	5	11	-15
